GASC1 inh: inhibitors of GASC-1 (KDM4C) histone demethylase, primary screen, biochemical, single concentration HTS; Lysine-specific demethylase 4C (Homo sapiens), Q9H3R0; GST-KDM4C 2-372, H3K9me3 peptide, LANCE TR-FRET; inhibition, % at 12.5 µM; hit rate 0.15% among 96,000;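 active = mean replicate inhibition above about 25%, with at least 55% of replicates also reaching it, limit read from the data, passing the limit was not always enough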
Target sequence (Q9H3R0 2-372 limits assumed): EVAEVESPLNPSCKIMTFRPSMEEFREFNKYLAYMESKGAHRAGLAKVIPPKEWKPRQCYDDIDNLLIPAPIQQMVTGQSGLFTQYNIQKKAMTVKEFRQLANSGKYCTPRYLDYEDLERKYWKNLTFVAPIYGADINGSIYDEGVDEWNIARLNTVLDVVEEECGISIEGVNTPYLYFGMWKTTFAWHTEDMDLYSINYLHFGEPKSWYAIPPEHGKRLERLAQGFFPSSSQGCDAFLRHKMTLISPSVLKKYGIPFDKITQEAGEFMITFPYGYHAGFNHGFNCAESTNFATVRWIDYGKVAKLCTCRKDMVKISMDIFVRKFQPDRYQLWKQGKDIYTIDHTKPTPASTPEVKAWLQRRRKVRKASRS
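Material: GST-tagged GASC-1 (JMJD2C) catalytic fragment, aa 2-372 / Quantity: enzyme final amount 10 nM / Medium: HEPES buffer, pH 7.5, plus ascorbate / Doses: one test concentration per compound / Incubation: 30 min reaction, 60 min detection, RT / Measured by: LANCE TR-FRET / Read-out: inhibition from TR-FRET ratio decrease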
C diff growth: C. difficile growth inhibitors, primary screen, HTS. Clostridium difficile clinical isolate growth, OD600, 24 h; hits give low values. growth activity, negative = inhibition, % at 16 µg/mL (by protocol). hit rate 0.25% among 86,000. AID 1259249, 2017;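 active = mean growth activity at or below -80% and every replicate also at or below -80%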;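 also: 0% = DMSO wells and -100% = levofloxacin 16 µg/mL wells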
Pf Dd2 growth: P. falciparum Dd2 growth inhibitors, primary screen, SYBR Green fluorescence, single dose replicates | 72 h; hits give low values | activity change, % at 10 µM | hit rate 2.3% among 94,000; in the data active = activity change below about -80%
T cruzi growth: T. cruzi intracellular proliferation inhibitors, primary screen, cell-based, beta-gal Tulahuen parasites, NIH3T3 host, luminescence. hit rate 5.9% among 77,000. T. cruzi beta-gal in NIH3T3, GalScreen luminescence, 90 h. inhibition, % at 8.34 µM;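 active = mean inhibition above about 93%, with at least 55% of replicates each passing it, limit read from the data, passing the limit was not always enough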
Starred values were filed as active, the others as inactive; . = no result given; & = joins results of further samples.

Values run as follows: GASC1 inh, C diff growth, Pf Dd2 growth, T cruzi growth
C[C@H]1CN([C@@H](C)CO)C(=O)c2cc(NS(=O)(=O)c3ccccc3)ccc2O[C@H]1CN(C)Cc1ccc(-c2ccccc2)cc1
  -1.8, 52.7, 38.6, 26.8
C[C@@H]1CN([C@H](C)CO)C(=O)Cc2cc(NC(=O)c3ccncc3)ccc2O[C@H]1CN(C)C(=O)Nc1cccc2ccccc12
  4.6, -2.7, 34.8, -35.4
OC[C@@H]1[C@@H](c2ccccc2)C2(CN(CC3CCOCC3)C2)N1Cc1nccs1
  1.7, 2.9, -37.0, .
O=C(C[C@@H]1CC[C@H]2[C@@H](COC[C@@H](O)CN2C(=O)c2ccc3c(c2)OCO3)O1)NC1CCCC1
  0.3, 0.5&-8.5, 23.8, 27.0
COC(=O)C[C@@H]1CC[C@H]2[C@@H](COC[C@H](O)CN2S(=O)(=O)c2ccc(F)cc2)O1
  -0.6, -8.0&-14.2, 27.1, 38.0
C[C@H]1CN([C@@H](C)CO)C(=O)Cc2cc(NC(=O)NC3CCCCC3)ccc2O[C@H]1CN(C)S(=O)(=O)c1ccccc1
  -0.3, -0.2, -36.4, -14.4
O=C(C[C@H]1C[C@@H]2c3cc(NS(=O)(=O)c4ccc(F)cc4)ccc3O[C@@H]2[C@H](CO)O1)NCc1ccc(-c2ccccc2)cc1
  -1.9, -1.5, -12.2, 93.3
CO[C@H]1CN(C)C(=O)c2cc(NC(=O)C3CCC3)ccc2OC[C@@H](C)N(Cc2ccc(F)cc2)C[C@@H]1C
  2.0, ., ., 58.7
CC(C)C#Cc1ccc2c(c1)O[C@H](CN(C)Cc1ccncc1)[C@H](C)CN([C@H](C)CO)S2(=O)=O
  -0.3, -8.9, -27.2, 101.4*
C[C@@H]1CN([C@@H](C)CO)C(=O)c2cc(NC(=O)Nc3ccccc3)ccc2O[C@@H]1CN(C)C(=O)Nc1ccc2c(c1)OCO2
  2.3, 12.8, 4.8, -29.5
O=C(Nc1cccc(F)c1)N1CCCCN2[C@H](C1)[C@@H](c1ccc(C#Cc3ccccc3)cc1)[C@@H]2CO
  -1.2, 2.7, -9.7, 77.8
C[C@H](CO)N1C[C@H](C)[C@H](CN(C)C(=O)c2cc(-c3ccccc3)on2)OCc2cn(nn2)CCCC1=O
  -0.6, 2.8, 8.5, 48.0
COc1ccc(NC(=O)Nc2ccc3c(c2)C(=O)N([C@H](C)CO)C[C@H](C)[C@H](CN(C)C(=O)Nc2ccc(OC)cc2)OCCCC[C@@H](C)O3)cc1
  -0.8, ., -34.7, -28.1
O=C(NC1CCCC1)N[C@H]1C=C[C@H](CC(=O)N2CCOCC2)O[C@H]1CO
  -1.3, -3.3, 24.5, .
C/C=C/c1ccc([C@H]2[C@@H](CO)N3CCCCN(S(=O)(=O)c4cccc(C)c4)C[C@@H]23)cc1
  -0.7, 24.6, -7.3, 110.6*

Additional results.
Values run as follows: GASC1 inh, C diff growth, Pf Dd2 growth, T cruzi growth
COc1ccc2c3c([nH]c2c1)[C@@H](CO)N(C(=O)c1ccccc1)CC31CCN(Cc2cccnc2)CC1
  -2.8, 3.6, -47.6, .
C[C@H](O)C#Cc1ccc2c(c1)O[C@H](CN(C)C(=O)Cc1ccccn1)[C@H](C)CN([C@@H](C)CO)S2(=O)=O
  -0.7, -0.3, 24.2, 50.5
CCCNC(=O)Nc1ccc2c(c1)C(=O)N(C)[C@@H]1CC[C@@H](CC(=O)O)O[C@@H]1CO2
  4.7, -2.1, -14.3, -1.3
COc1ccccc1S(=O)(=O)N1CC[C@@H]2[C@H]1c1cc(Br)ccc1N[C@@H]2CO
  -0.1, 3.1, 53.7, 54.0
C[C@@H]1CN([C@H](C)CO)C(=O)c2cccc(NC(=O)c3ccc(-c4nccs4)cc3)c2O[C@@H]1CN(C)Cc1ccc(C(F)(F)F)cc1
  -1.0, ., -46.3, 106.1
C[C@@H]1CN([C@H](C)CO)C(=O)c2cc(NC(=O)NC3CCCCC3)ccc2O[C@@H](C)CCCCO[C@@H]1CN(C)CC1CCCCC1
  -1.6, ., -35.1, 44.5
CCCC#Cc1ccc2c(c1)O[C@@H](CN(C)S(C)(=O)=O)[C@@H](C)CN([C@@H](C)CO)S2(=O)=O
  -1.1, 7.9, -1.0, 100.5*
COc1ccc2c3c([nH]c2c1)[C@H](CO)N(C(=O)NC(C)C)CC31CN(C(=O)c2cccnc2)C1
  -2.3, -9.0, 14.4, .
C[C@@H]1CN([C@@H](C)CO)C(=O)c2cc(NC(=O)c3ccncc3)ccc2O[C@@H](C)CCCCO[C@@H]1CN(C)S(C)(=O)=O
  3.1, ., 17.6, 38.8
C[C@H]1CCCCO[C@H](CN(C)C(=O)Nc2ccc(F)cc2)[C@@H](C)CN([C@@H](C)CO)C(=O)c2cc(NC(=O)Nc3ccc(F)cc3)ccc2O1
  -0.6, ., -57.9, .
COCCNC(=O)C[C@@H]1CC[C@H]2[C@@H](COc3ccc(NC(C)=O)cc3C(=O)N2C)O1
  -2.3, 0.2, 5.7, 2.3
COc1ccccc1-c1cn(CC[C@H]2CC[C@H](NC(=O)NC(C)C)[C@@H](CO)O2)nn1
  0.8, -1.1, -5.1, 1.7
O=C(NC[C@@H]1[C@H](c2ccccc2)[C@@H](CO)N1C(=O)Cc1cccnc1)C1CCC1
  0.4, 6.5, -39.6, -13.0
COc1cccc(S(=O)(=O)N2CCCCN3[C@H](CO)[C@H](c4ccc(-c5cncnc5)cc4)[C@@H]3C2)c1
  2.6, 8.0, 32.6, 36.0
CC(=O)N1[C@@H]2c3ccc(C4=CCCCC4)c(=O)n3C[C@H]1[C@H](CO)[C@H]2C(=O)NC1CCCC1
  0.5, -2.7, 6.9, 63.3

New compounds follow:
Values run as follows: GASC1 inh, C diff growth, Pf Dd2 growth, T cruzi growth
C[C@@H]1CN([C@@H](C)CO)C(=O)c2cccc(NC(=O)Nc3ccccc3)c2O[C@H]1CN(C)C(=O)Nc1cccc2ccccc12
  5.5, 0.6, -30.0, 9.8
CC(C)C#Cc1cnc2c(c1)C(=O)N([C@@H](C)CO)C[C@H](C)[C@@H](CN(C)C(=O)CCN1CCCCC1)O2
  1.1, 1.0, ., 15.8
CCCC#Cc1cnc2c(c1)C(=O)N([C@H](C)CO)C[C@@H](C)[C@H](CN(C)C(=O)c1ccccc1)O2
  2.1, -1.9, -52.1, .
O=C(C[C@@H]1CC[C@@H](NC(=O)Nc2ccc3c(c2)OCO3)[C@H](CO)O1)NCc1ccccc1
  0.1, 1.9, -1.6, -80.9
COc1ccc(S(=O)(=O)N(C)C[C@H]2Oc3c(NS(=O)(=O)c4cn(C)cn4)cccc3C(=O)N([C@@H](C)CO)C[C@H]2C)cc1
  -0.4, -4.3, 38.6, 20.8
C[C@H](CO)N1C[C@H](C)[C@H](CN(C)Cc2ccc(C(=O)O)cc2)Oc2ccc(NC(=O)Nc3cccc4ccccc34)cc2CC1=O
  -0.6, -0.9, 3.7, .
CC(=O)N(C)C[C@@H]1Oc2ncc(C#C[C@H](C)O)cc2C(=O)N([C@H](C)CO)C[C@H]1C
  0.6, -2.6, 27.4, 17.9
O=C(Cc1ccccc1)N[C@H]1C=C[C@@H](CC(=O)N2CCCCC2)O[C@@H]1CO
  -0.6, -1.5, -0.6, -2.7
COc1cccc(NC(=O)N2CC(=O)N3[C@H](CO)[C@H](c4ccc(C#CCC5CCCC5)cc4)[C@@H]3C2)c1
  -0.7, 51.5, -25.9, .
CCC(=O)Nc1ccc2c(c1)C(=O)N(C)C[C@@H](OC)[C@H](C)CN[C@@H](C)CO2
  0.4, ., -9.2, 19.6
COc1ccccc1-c1cn(CC[C@H]2CC[C@@H](NC(=O)NC(C)C)[C@H](CO)O2)nn1
  -0.1, 4.6, 1.4, 17.5
C[C@H]1CN([C@@H](C)CO)C(=O)c2cccc(NC(=O)Nc3ccccc3)c2O[C@H]1CN(C)Cc1ccc(C(=O)Nc2ccccc2N)cc1
  1.6, -1.0, -73.4, 74.2
O=C(C[C@@H]1CC[C@H]2[C@@H](COC[C@H](O)CN2S(=O)(=O)c2ccccc2F)O1)NCc1ccccc1Cl
  -0.2, ., -6.9, -26.6
CCCNC(=O)N[C@@H]1CC[C@@H](CCn2cc(C3CCCCC3)nn2)O[C@H]1CO
  8.3, -1.3, -4.0, .
COc1ccccc1C(=O)Nc1ccc2c(c1)C(=O)N(C)C[C@@H](OC)[C@H](C)CN(CC1CC1)[C@H](C)CO2
  3.2, 2.6, -24.7, 11.0

Entries of single compounds, quoted from the list. Values in the order: GASC1 inh, C diff growth, Pf Dd2 growth, T cruzi growth
COc1ccc(S(=O)(=O)N(C)C[C@H]2Oc3c(NS(=O)(=O)c4cn(C)cn4)cccc3C(=O)N([C@@H](C)CO)C[C@H]2C)cc1 in the list: -0.4, -4.3, 38.6, 20.8
CCC(=O)Nc1ccc2c(c1)C(=O)N(C)C[C@@H](OC)[C@H](C)CN[C@@H](C)CO2 in the list: 0.4, ., -9.2, 19.6

Following part:
Values run as follows: GASC1 inh, C diff growth, Pf Dd2 growth, T cruzi growth
C/C=C/c1ccc([C@H]2[C@@H](CO)N(C(=O)NCCC)[C@H]2CNC(=O)C2CC2)cc1
  2.3, -3.2, -44.0, 35.8
CO[C@@H]1CN(C)C(=O)c2cc(NC(=O)Nc3cccc(Cl)c3)ccc2OC[C@@H](C)N(C)C[C@H]1C
  0.8, -1.5, -2.4, -117.6
C[C@H](CO)N1C[C@H](C)[C@H](CN(C)C(=O)c2ccccn2)Oc2ncc(-c3ccccc3)cc2C1=O
  2.2, ., -12.8, 59.5
Cc1ccc(S(=O)(=O)Nc2ccc3c(c2)CC(=O)N([C@H](C)CO)C[C@H](C)[C@H](CN(C)S(=O)(=O)c2ccc(F)cc2)O3)cc1
  0.2, -4.1, -43.5, 23.3
CC(=O)N(C)C[C@H]1Oc2cc(C#Cc3ccncc3)ccc2S(=O)(=O)N([C@H](C)CO)C[C@@H]1C
  0.2, 12.6, -16.7, -26.3
C[C@@H]1CCCCO[C@H](CN(C)C)[C@H](C)CN([C@H](C)CO)C(=O)c2cc(NS(=O)(=O)c3cn(C)cn3)ccc2O1
  0.2, -5.0, 64.9, -22.5
CO[C@@H]1CN(C)C(=O)c2cc(NC(=O)c3ccc4c(c3)OCO4)ccc2OC[C@H](C)N(CC2CC2)C[C@@H]1C
  0.4, ., 0.2, 68.7
C[C@@H]1CCCCO[C@@H](CN(C)C(=O)Nc2ccc3c(c2)OCO3)[C@@H](C)CN([C@H](C)CO)C(=O)c2cc(NS(=O)(=O)c3ccc(F)cc3)ccc2O1
  0.7, -1.4, -5.5, 15.0
C[C@@H]1CN([C@@H](C)CO)C(=O)c2cccc(NC(=O)C3CC3)c2O[C@H]1CN(C)C(=O)Nc1ccc(C(F)(F)F)cc1
  0.0, -0.3, -18.7, 56.4
C[C@@H]1CN([C@@H](C)CO)C(=O)c2cccc(NC(=O)c3ccncc3)c2O[C@H]1CN(C)S(=O)(=O)c1ccc(F)cc1
  1.3, -0.8, -0.3, -10.9
O=C(c1ccc(F)cc1)N1C[C@H]2[C@@H](c3ccccc31)[C@@H](CO)N2Cc1ccc2c(c1)OCO2
  1.4, 4.0, -4.2, 68.0
C[C@H](CO)N1C[C@H](C)[C@H](CN(C)S(=O)(=O)c2ccccc2)Oc2ccc(NC(=O)Cn3cnnn3)cc2C1=O
  -0.2, -6.9, 13.4, 12.2
COc1ccc(S(=O)(=O)Nc2ccc3c(c2)OC[C@@H](C)NC[C@H](C)[C@H](OC)CN(C)C3=O)cc1
  -1.4, ., 13.9, -20.7
C[C@H]1CN([C@@H](C)CO)C(=O)c2cc(NS(=O)(=O)c3cccs3)ccc2O[C@H]1CN(C)S(=O)(=O)c1ccc(Cl)cc1
  -3.0, ., -0.8, 27.7
COc1ccc(S(=O)(=O)Nc2ccc3c(c2)C(=O)N([C@H](C)CO)C[C@H](C)[C@H](CN(C)Cc2ccc(Cl)c(Cl)c2)OCCCC[C@@H](C)O3)cc1
  -0.2, 10.2, -30.5, 85.6

Continued:
Values run as follows: GASC1 inh, C diff growth, Pf Dd2 growth, T cruzi growth
COc1ccc2c3c(n(C)c2c1)[C@@H](CO)N(Cc1ccccn1)CC31CCN(Cc2ccccn2)CC1
  2.9, 6.3, -11.0, .
C[C@@H]1CCCCO[C@@H](CN(C)CC2CC2)[C@@H](C)CN([C@H](C)CO)C(=O)c2cc(NC(=O)C3CCCCC3)ccc2O1
  2.1, ., -42.3, 89.0
O=C(C[C@H]1C=C[C@@H](NC(=O)C2CCOCC2)[C@@H](CO)O1)NCC1CCCCC1
  4.3, -1.8, ., .
CCCNC(=O)Nc1ccc2c(c1)C(=O)N(C)C[C@H](OC)[C@H](C)CN(Cc1ccc(-c3ccccn3)cc1)[C@H](C)CO2
  -0.1, ., -25.0, -29.9
Cc1ccccc1S(=O)(=O)N1CC(=O)N2[C@H](CO)[C@H](c3ccc(C#CC4CC4)cc3)[C@H]2C1
  -1.3, -14.2, -28.1, .
CO[C@@H]1CN(C)C(=O)c2ccc(NS(C)(=O)=O)cc2OC[C@@H](C)N(CCC(F)(F)F)C[C@H]1C
  0.0, 0.5, -11.8, 48.9
CN(C)CCCNC(=O)C[C@@H]1CC[C@H]2[C@H](COc3ccc(NC(=O)C4CCC4)cc3C(=O)N2C)O1
  13.7, 1.7, 4.9, 3.8

Screens from PubChem.
